Screening data: PubChem, National Center for Advancing Translational Sciences (NCATS)
AMA1 RON2 block: disrupts binding of P. falciparum AMA1 to RON2. AlphaScreen AMA1-biotinylated RON2 peptide binding. Potency, µM (series often up to 58.2 µM), without a hit: top-dose activity change, negative = inhibition, usual class: inhibitors. actives 0.2% (n = 360,000). AID 720542;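 also: potency is read from the fitted curve at half-maximal effect; 0% = vehicle wells and -100% = peptide control; nearly all actives have a fitted effect of over 45% in size; some results filed as inactive show a strong effect at the top dose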
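AMA1 (3D7) with his tag at 25 nM final met compounds first, then biotinylated RON2 peptide at 25 nM; detection used donor plus acceptor beads, 10 µg/mL apiece, read by AlphaScreen after 30 min at room temperature.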
LmPK inhibitor: inhibitors of Leishmania mexicana pyruvate kinase. Q27686. purified LmPK, Kinase-Glo ATP luminescence, 1 h. Potency, µM (top dose mostly 57.5 µM), for inactives: at the top dose activity change, negative = inhibition, hits mostly inhibitors. actives 0.37% (n = 290,000); also: potency is read from the fitted curve at half-maximal effect
Target sequence (Q27686 whole entry, looked up): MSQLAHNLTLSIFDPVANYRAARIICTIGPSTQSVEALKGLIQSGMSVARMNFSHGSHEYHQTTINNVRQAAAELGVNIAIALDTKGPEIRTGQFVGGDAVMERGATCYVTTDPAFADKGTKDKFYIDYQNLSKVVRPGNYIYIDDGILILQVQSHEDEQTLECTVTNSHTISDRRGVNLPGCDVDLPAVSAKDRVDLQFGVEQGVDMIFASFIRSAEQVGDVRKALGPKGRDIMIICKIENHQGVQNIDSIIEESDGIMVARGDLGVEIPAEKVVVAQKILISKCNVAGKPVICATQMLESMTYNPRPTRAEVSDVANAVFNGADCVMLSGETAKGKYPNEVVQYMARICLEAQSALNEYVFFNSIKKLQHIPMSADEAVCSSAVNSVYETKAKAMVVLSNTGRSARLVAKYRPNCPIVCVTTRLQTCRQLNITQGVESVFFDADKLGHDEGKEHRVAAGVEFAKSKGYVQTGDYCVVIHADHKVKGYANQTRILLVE
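Screened at intermediate enzyme activity to detect both inhibitors and activators: LmPK at 0.1 nM, with a 0.5 nM enzyme column as activation reference. PEP 0.5 mM, ADP 0.1 mM; ATP detected by luminescence after 1 h.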
AmpC no deterg: inhibitors of E. coli AmpC beta-lactamase without detergent; AmpC nitrocefin hydrolysis, absorbance 480 nm, 0.0001% Triton; actives 0.52% (n = 330,000); Potency, µM (titrated, usually from 57.1 µM), without a hit: top-dose activity change, negative = inhibition, actives largely listed as inhibitors; P00811; AID 485341;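 also: potency is read from the fitted curve at half-maximal effect; plate controls were no compound for no effect and no enzyme for full effect; nearly all actives have a fitted effect of over 20% in size; some results filed as inactive show a strong effect at the top dose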
Target sequence (P00811 whole entry, looked up): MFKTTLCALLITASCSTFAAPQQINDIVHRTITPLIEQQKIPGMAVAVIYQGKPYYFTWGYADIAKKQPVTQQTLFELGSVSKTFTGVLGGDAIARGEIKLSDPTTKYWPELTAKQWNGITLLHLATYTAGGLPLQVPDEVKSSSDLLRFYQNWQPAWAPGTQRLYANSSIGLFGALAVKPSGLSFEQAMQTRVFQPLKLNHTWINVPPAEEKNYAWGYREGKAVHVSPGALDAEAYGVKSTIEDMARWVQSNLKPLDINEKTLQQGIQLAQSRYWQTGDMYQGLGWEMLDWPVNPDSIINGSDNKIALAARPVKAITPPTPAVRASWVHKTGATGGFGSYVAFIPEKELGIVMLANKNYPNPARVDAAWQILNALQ
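AmpC (5.3 nM in the dispensed reagent) in 20 mM phosphate pH 7.0 with 0.01% (detergent screen) or 0.0001% Triton X-100 was preincubated with compounds for 15 min at room temperature. Nitrocefin was then added from an 800 uM solution, and hydrolysis was followed at 480 nm.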
HCMV antiviral: blocks human cytomegalovirus replication; HFF cells, HCMV-luciferase reporter, 72 h; active compounds read low; activity change, negative = inhibition, % at 57.5 µM; actives 4.5% (n = 410,000); in the data active = activity change below about -60%; inconclusive = no clear call, values can overlap the other calls; inactive = above about -39%
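Human foreskin fibroblasts infected with luciferase-reporter HCMV at MOI 1 PFU/cell, compounds at two doses. Luciferase measured 72 h post infection; normalized to buffer-only basal and Salinomycin (10uM) controls.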
Tb PYK inh: T. brucei pyruvate kinase inhibition; TbPYK enzyme, Kinase-Glo Plus ATP luminescence, 45 min; Potency, µM (doses to about 76.8 µM), without a hit: at the highest dose activity, negative = inhibition, hits mostly inhibitors; actives 0.12% (n = 410,000); also: potency is read from the fitted curve at half-maximal effect; nearly all actives have a fitted effect of over 50% in size
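Quantitative HTS: titrated library compounds versus trypanosomal pyruvate kinase in TEA buffer (pH 7.2) containing KCl, MgCl2, BSA and Tween-20. Reactions were initiated with ADP, 130 uM final. Kinase-Glo Plus luminescence was read after 45 min at RT.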
HCV inh: inhibitors of hepatitis C virus infection; actives 3.4% (n = 340,000); Potency, µM (series often up to 41.8 µM), for inactives: top-dose activity change, negative = inhibition, hits mostly inhibitors; Huh7.5.1 HCVcc-Cre infection, luciferase reporter, 44 h; also: potency is read from the fitted curve at half-maximal effect
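Antiviral activity was scored by luciferase reporter output from cells infected with HCVcc-Cre (~0.5 moi) in presence of compound, 44 h infection period, cells seeded 1,000/well 4 h prior.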
AmpC detergent: AmpC beta-lactamase inhibition with detergent present. AID 485294. P00811. actives 0.041% (n = 370,000). AmpC hydrolysis of nitrocefin, absorbance 480 nm, 0.01% Triton. Potency, µM (titrated, usually from 114 µM), without a hit: at the top dose activity change, negative = inhibition, usual class: inhibitors;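 also: potency is read from the fitted curve at half-maximal effect; 0% = no-compound wells and -100% = no-enzyme wells; nearly all actives have a fitted effect of over 25% in size; some results filed as inactive show a strong effect at the top dose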
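20 mM phosphate pH 7.0 + 0.01% (detergent screen) or 0.0001% Triton X-100; 5.3 nM AmpC reagent; cpd preinc 15 min RT; nitrocefin (800 uM stock) to start; A480 q20 s × 4 min; Activity was normalised to no-enzyme and no-compound control wells.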
Starred values were filed as active, the others as inactive; u = inconclusive; x = no result given; & = joins results of further samples; [ ] = another dose, or the depositor's remark. Unless noted, calls follow the shape of the dose curve; as a rule, active = well fitted curve in the direction sought with a large enough effect; inconclusive = small, poorly fitted or top-dose-only effect, or another doubt; inactive = no such curve, though single readings can be large; an effect the other way counts as inactive or inconclusive. Unless noted, % is scaled to controls: 0 for no effect and ±100 for the full control effect.

Values in the order: AMA1 RON2 block | LmPK inhibitor | AmpC no deterg | HCMV antiviral | Tb PYK inh | HCV inh | AmpC detergent
CCc1cc2c(=O)c(Oc3ccccc3)c(C)oc2cc1O
    14% | 4% | -22% | -31 | 1% | -4% | u
COc1ccc(C(=O)OCc2ccc(C)cc2)cc1S(=O)(=O)N1CCOCC1
    -10% | x | 253%[activator] | 0 | 3% | u | 3%
COc1cnc(-c2cccc(C(F)(F)F)c2)c(NC(=O)c2cc3ccccc3s2)n1
    22% | x | x | -22 | 4% | x | x
COc1ccc(N=Cc2nc(-c3ccco3)oc2O)cc1
    -9% | -14% | -27% | 20 | -5% | -14% | 0%
NC(=O)C1CCN(C(=O)/C=C/c2ccco2)CC1
    -8% | -1% | -1% | -33 | 5% | -15% | -5%
Cc1cccc(N2CCN(C(=O)c3ccc4ncsc4c3)CC2)c1C
    -18% | 9% | 29% | 29 | -20% | u | -5%
Cc1c(Cl)cccc1NC(=S)NCCc1ccc(C(F)(F)F)cc1
    49%[activator] | 3% | -46% | -33 | 1% | 11µM* | -8%
O=C(O)Cn1c(=O)c2c3c(sc2n(Cc2ccc(Cl)cc2Cl)c1=O)CCCC3
    -12% | 5% | 16% | -3 | 1% | 35%[activator] | 2%
O=C([O-])c1ccccc1-[n+]1c(-c2ccccc2)cc(-c2ccccc2)cc1-c1ccccc1
    -13% | x | 23% | u | 2% | -8% | u
CC(C)c1nc(=S)c2ccccc2[nH]1
    26% | 1% | -17% | 20 | -8% | 7% | u
CC(=O)N1CC2(C)CN(C(C)=O)CC(C)(C1)C2=O
    -10% | -2% | -17% | 9 | 0% | 21% | -19%
CCOC(=O)c1cccc(C2=CC(=O)C[C@H](c3ccc(OC)c(OC)c3)C2)c1
    -16% | x | 134%[activator] | 16 | -1% | 13µM* | 1%
CC(=O)Nc1ccc(NC(=O)CSc2nnc(NC(=O)Cc3ccc(F)cc3)s2)cc1
    7% | -2% | -25% | -39 | -10% | x | 2%
CC(C)Oc1ccc(Cc2cnc(N)nc2N)cc1
    18% | 5% | -1% | -12 | -9% | -13% | 0%
CCOc1ccc(C2CC(c3ccc(OC)c(OC)c3)n3nc(N)nc3N2)cc1 (stereo not drawn)
    -1% | 2% | -1% | -15 | 3% | 3% | u
O=C(CCCN1C(=O)CSc2ncccc21)N1CCN(Cc2ccccc2)CC1
    5% | -2% | u | -5 | -2% | -11%&-21% | u
CN1CCN(c2nc(-c3ccco3)cc(C(F)(F)F)n2)CC1
    6% | 4% | 0% | -11 | 3% | u | -7%
OC(c1ccc(Cl)c(Cl)c1)c1ncc(-c2cccc(F)c2)[nH]1 (stereo not drawn)
    -3% | x | x | 19 | 3% | x | x
COc1ccccc1CCC(=O)Nc1ccc2c(c1)c(=O)n(C)n2Cc1ccc(F)cc1
    3% | x | x | 12 | 2% | x | x
CN1CCC(CO)(Cc2ccccc2)CC1
    -11% | -1% | -31% | -37 | -15% | 16% | 6%
Cc1ccc(C)c(NC(=O)COC(=O)CC2CC3CCC2C3)c1 (stereo not drawn)
    23% | x | -14% | u | 1% | u | x
CCCNC(=O)[C@@H]1CCCN1C(=O)[C@@H]1Cc2ccccc2CN1
    3% | 6% | -21% | 13 | -1% | 9% | -4%
Cc1ccc(Cc2c(-c3ccc(C)cc3)nc3c(C)cc(Br)cn23)cc1
    -10% | x | x | 48 | 3% | x | x
O=C(CSc1nnc(-c2cccnc2)o1)Nc1nccs1
    56%[activator] | x | -4% | 11 | -3% | 3% | -11%
CC1(C)Cc2c(cnn2-c2cccc(F)c2)C(NC(=O)Cn2cccn2)C1 (stereo not drawn)
    2% | 0% | 14% | -7 | 6% | x | -9%
Cc1c(C#N)c2ccccc2n1CC(=O)NCc1ccccc1
    1% | 0% | -44% | 39 | -2% | -4% | -9%
Cc1cc(OC(=O)c2c(C)cc(O)cc2O)cc(O)c1C(=O)O
    8% | x | -15% | 6 | -2% | 20% | u
O=C(CC1NC2CCCCC2NC1=O)Nc1cccc(C(F)(F)F)c1 (stereo not drawn)
    -7% | 0% | x | 10 | -3% | 16% | -6%
CCCCC(C)Sc1nc2c([nH]1)c(=S)n(C)c(=O)n2C (stereo not drawn)
    11% | x | x | -17 | -7% | 6% | x
CCOC(=O)c1ccc(NC(=O)c2cn3c4c(ccc(Cl)c4c2=O)OC(C)C3)cc1 (stereo not drawn)
    x | x | x | 1 | -14% | x | 12%

Some values from above:
For AmpC no deterg, `CC(=O)Nc1ccc(NC(=O)CSc2nnc(NC(=O)Cc3ccc(F)cc3)s2)cc1` has the entry -25%
For LmPK inhibitor, `CC1(C)Cc2c(cnn2-c2cccc(F)c2)C(NC(=O)Cn2cccn2)C1` (stereo not drawn) has the entry 0%

Next results
Values in the order: AMA1 RON2 block | LmPK inhibitor | AmpC no deterg | HCMV antiviral | Tb PYK inh | HCV inh | AmpC detergent
Cc1c(NC(=O)c2cc(-c3ccccc3)on2)c(=O)n(-c2ccccc2)n1C
    -11% | -6% | -24% | -36 | 2% | 6% | -2%
Nc1cccc(Oc2ccc3c(c2)C(=O)NC3=O)c1
    13% | -2% | -25% | 69 | -4% | -16% | -13%
O=C1c2ccccc2C(=O)c2cc(NC(=O)C3CC3)ccc21
    1% | 1% | -10% | 136 | 1% | 0% | u
COc1ccc(-c2ccc(NS(=O)(=O)c3ccc(C(C)=O)cc3)cc2)nn1
    x | x | x | -16 | 1% | x | -1%
Cc1ccc(NC(=O)CN2C(=O)CSc3ccc(S(=O)(=O)N(C)C)cc32)c(C)c1
    x | x | x | -9 | -6% | x | -7%
Cc1c(-c2ccc(F)cc2)nc(N)c(C#N)c1-c1ccco1
    11% | -3% | -28% | 5 | x | -28% | -12%
Cc1ccc(S(=O)(=O)NC(C(=O)OCC(=O)NC2CCS(=O)(=O)C2)C(C)C)cc1 (stereo not drawn)
    0% | 0% | -19% | -2 | 4% | 10%&4% | -4%
CC1Cn2c(C(=O)NCCc3ccc(Cl)cc3)cc3cccc(c32)S1 (stereo not drawn)
    x | x | x | 0 | 0%[15.4 µM] | x | 27%
CCCCNC(=O)NNC(=O)c1ccc(F)cc1
    -12% | 0% | -2% | 4 | -1% | 21% | u
COc1ccc(C2N(c3ccc(C)cc3)CCN2c2ccc(C)cc2)cc1O
    u | -1% | -36% | u | 0% | -5% | 7%
O=C(OC(c1ccccc1)c1nccc2ccccc12)c1cc([N+](=O)[O-])cc([N+](=O)[O-])c1 (stereo not drawn)
    -26% | 2% | -18% | -18 | -9% | u | 6%
Cc1ccc2onc(CC(=O)N3CCN(c4ccc(Cl)cc4)CC3)c2c1
    x | x | x | -16 | -2% | x | 0%
CCOC(=O)C1CCN(C(=O)c2oc3ccc(S(=O)(=O)N4CCCCCC4)cc3c2C)CC1
    11% | 1% | 147%[activator] | 22 | 4% | -19% | 4%
COc1ccc(N2CCN(C(=O)c3c(C)nn(-c4ccccc4)c3C)CC2)cc1
    -6% | 0% | 73%[activator] | -7 | -9% | -25% | u
O=S(=O)(c1ccc(F)cc1)N1CCN(C(=S)NC2CCCC2)CC1
    -21% | 3% | -8% | -17 | -9% | 13% | -1%
CN(CCc1ccccc1)C(=O)c1ccc(NC(=O)Cc2cccc(NC(=O)C3CCN(S(=O)(=O)c4cccc([N+](=O)[O-])c4)CC3)c2)cc1
    -5% | x | x | -1 | 0% | u | x
COc1ccc(NC(=O)CSCc2cc(=O)n3nc(C4CC4)sc3n2)cc1
    -5% | 0% | -1% | -24 | -8% | -6% | 4%
COC(=O)c1scc2c(Oc3ccccc3)cc(C(F)(F)F)nc12
    -5% | 1% | -11% | x | -6% | -29% | 6%
COc1cc(NS(=O)(=O)c2ccc3ccccc3c2)c2ncccc2c1
    44%[activator] | 2% | -25% | -80* | -1% | u | 12%
O=C(CN(Cc1ccco1)C(=O)CNS(=O)(=O)c1ccccc1)NCc1ccc(F)cc1
    -1% | 4% | -9% | 10 | -8% | 1%&-7% | -1%
CCCCOc1ccc(C(=O)NCCc2cccs2)cc1
    x | -15% | -14% | x | x | x | 8%
CS(=O)(=O)n1nc(OC(=O)c2cccs2)cc1N
    -6% | 0% | 2% | 7 | -13% | 20% | -9%
COc1ccc(CSCC(=O)N/N=C/c2ccc(OCC(=O)N3CCCCC3)cc2)cc1
    5% | 1% | -5% | -16 | -23% | -4% | u
CCOc1ccc(N(C(=O)C2CCCO2)C2C=CS(=O)(=O)C2)cc1 (stereo not drawn)
    2% | 3% | 1% | 13 | 2% | 26% | -17%
COc1ccc(CNC(=O)CC2C(=O)NCCN2C2Cc3ccccc3C2)cc1 (stereo not drawn)
    -6% | -5% | 44% | 4 | 5% | 22% | 1%

A stretch from the list above, for reference:
Values in the order: AMA1 RON2 block | LmPK inhibitor | AmpC no deterg | HCMV antiviral | Tb PYK inh | HCV inh | AmpC detergent
Cc1c(NC(=O)c2cc(-c3ccccc3)on2)c(=O)n(-c2ccccc2)n1C
    -11% | -6% | -24% | -36 | 2% | 6% | -2%
Nc1cccc(Oc2ccc3c(c2)C(=O)NC3=O)c1
    13% | -2% | -25% | 69 | -4% | -16% | -13%
O=C1c2ccccc2C(=O)c2cc(NC(=O)C3CC3)ccc21
    1% | 1% | -10% | 136 | 1% | 0% | u
COc1ccc(-c2ccc(NS(=O)(=O)c3ccc(C(C)=O)cc3)cc2)nn1
    x | x | x | -16 | 1% | x | -1%
Cc1ccc(NC(=O)CN2C(=O)CSc3ccc(S(=O)(=O)N(C)C)cc32)c(C)c1
    x | x | x | -9 | -6% | x | -7%
Cc1c(-c2ccc(F)cc2)nc(N)c(C#N)c1-c1ccco1
    11% | -3% | -28% | 5 | x | -28% | -12%
Cc1ccc(S(=O)(=O)NC(C(=O)OCC(=O)NC2CCS(=O)(=O)C2)C(C)C)cc1 (stereo not drawn)
    0% | 0% | -19% | -2 | 4% | 10%&4% | -4%
CC1Cn2c(C(=O)NCCc3ccc(Cl)cc3)cc3cccc(c32)S1 (stereo not drawn)
    x | x | x | 0 | 0%[15.4 µM] | x | 27%
CCCCNC(=O)NNC(=O)c1ccc(F)cc1
    -12% | 0% | -2% | 4 | -1% | 21% | u

Outcome played no part in choosing rows; 7.5% or so of the library scored in one or more.
